Source: PubChem
Cardio protect: cardioprotection against H2O2-induced cell death, primary screen, uHTS, H9c2 cells, ATPLite luminescence; H9c2 cardiomyocytes, H2O2 injury protection, 2 h; protection from H2O2 cell death, % at 20 µM; 360,000 tested, 0.63% active; AID 588492, 2011;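 active means compounds giving at least 50% protection of heart cells from peroxide-induced death in the single-dose screen, raw or plate-pattern-corrected value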;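 further: 0% = DMSO wells with peroxide and 100% = DMSO wells without peroxide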
PDI inh: inhibitors of human PDI, primary screen, biochemical, turbidity, single point, plate reader; Protein disulfide-isomerase (Homo sapiens), P07237; PDI insulin aggregation turbidity, A650, 90 min; inhibition, % at 10 µM; 350,000 tested, 0.052% active; AID 588391, 2011;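 active means mean inhibition across replicates of 30% or more, whatever share of single replicates reach that level; inconclusive means mean inhibition below 30% while every single replicate reaches 30%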;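 further: absorbance from insulin aggregation driven by PDI reduction with DTT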
Target sequence (P07237 whole entry, looked up): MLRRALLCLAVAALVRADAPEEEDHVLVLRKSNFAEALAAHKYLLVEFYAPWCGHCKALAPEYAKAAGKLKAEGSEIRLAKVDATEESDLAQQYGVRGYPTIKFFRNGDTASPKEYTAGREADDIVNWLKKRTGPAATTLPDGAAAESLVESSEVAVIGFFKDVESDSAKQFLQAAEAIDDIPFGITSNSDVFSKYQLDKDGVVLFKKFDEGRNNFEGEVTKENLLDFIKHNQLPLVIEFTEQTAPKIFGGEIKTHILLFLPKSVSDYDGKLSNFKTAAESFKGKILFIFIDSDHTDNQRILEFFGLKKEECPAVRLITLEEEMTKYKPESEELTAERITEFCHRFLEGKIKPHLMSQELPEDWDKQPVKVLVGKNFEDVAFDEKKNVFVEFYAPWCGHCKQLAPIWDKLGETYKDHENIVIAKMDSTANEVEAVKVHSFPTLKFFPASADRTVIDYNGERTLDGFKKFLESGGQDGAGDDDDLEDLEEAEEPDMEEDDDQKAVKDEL
m5-HT2A agonist: mouse Htr2a agonists via beta-arrestin recruitment, primary screen, cell-based, luminescence | CHO-K1 mHTR2A beta-arrestin complementation; percent of 30 µM serotonin response | activation, % at 7.6 µM | 360,000 tested, 0.66% active;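 active means activation above a run cutoff, the mean activation of all tested compounds plus 3 SD, cut at about 14% in these data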;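 further: 0% = plate median of compound wells and 100% = 30 µM serotonin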
Target sequence (P35363 whole entry, looked up): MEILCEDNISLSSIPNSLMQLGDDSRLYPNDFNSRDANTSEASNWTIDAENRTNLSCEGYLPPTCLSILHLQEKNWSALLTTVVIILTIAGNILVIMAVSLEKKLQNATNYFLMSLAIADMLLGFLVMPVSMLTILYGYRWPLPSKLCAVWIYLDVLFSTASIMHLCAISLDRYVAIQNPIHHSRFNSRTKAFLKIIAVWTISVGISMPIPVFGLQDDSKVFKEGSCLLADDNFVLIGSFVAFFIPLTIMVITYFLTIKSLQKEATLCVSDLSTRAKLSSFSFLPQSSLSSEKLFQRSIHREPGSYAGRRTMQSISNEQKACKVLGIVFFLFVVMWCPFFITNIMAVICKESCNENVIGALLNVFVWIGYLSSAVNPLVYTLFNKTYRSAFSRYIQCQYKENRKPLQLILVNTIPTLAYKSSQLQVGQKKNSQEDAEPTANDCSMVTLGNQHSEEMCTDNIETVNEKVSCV
Granule exo inh: LAMP-1 surface exposure blockers, TALL-104 cells – cell-based, flow cytometry, MLPCN library, primary screen | 360,000 tested, 0.66% active | inhibition, % at 10 µM | TALL-104 LAMP-1 surface exposure; cells stimulated with thapsigargin and PMA;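 active means inhibition above about 55%, limit read from the data; inconclusive means no clear call, values can overlap the other calls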
ABCB6 inh MLPCN: ABCB6 transporter inhibitors, primary screen, K562-ABCB6 cells, flow cytometry, MLPCN library; ATP-binding cassette sub-family B member 6 (Homo sapiens), Q9NP58; K562-ABCB6 porphyrin accumulation, 1 h; stronger effect = lower value; fluorescence ratio to DMSO, % at 10 µM; 360,000 tested, 0.19% active;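 active means fluorescence ratio to DMSO below 75%, the collection mean minus 3 SD; inconclusive means too few cells collected in the well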;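 further: signal is porphyrin accumulated inside mitochondria; 100% equals median channel fluorescence of DMSO control wells; lower ratio means ABCB6 inhibition with less porphyrin fluorescence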
iPSC survival up: enhancers of single-cell hiPSC survival, primary screen, ATPlite luminescence | 360,000 tested, 0.044% active | 100% = ROCK inhibitor wells, 0% = DMSO | survival enhancement, % at 20 µM | AID 602274, 2012; in the data active means survival enhancement above about 18%;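 further: cells exposed to compounds for 16 hours before the ATP read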
aDG glyco up: activators of alpha-DG glycosylation, primary screen, uHTS, Pro5-aDG cells, AlphaScreen | alpha-DG glycosylation AlphaScreen (IIH6); 0% Pro5, 100% B10-LARGE cell signal | activation, % at 10 µM | 360,000 tested, 0.22% active;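 active means activation of at least 8% versus controls, or a plate z-score of at least 8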;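 further: Pro5 are CHO cells carrying HIG-tagged alpha-DG that lacks glycosylation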
CaV13 FRET inh: Disruptors of the CACNA1D IQ motif to Ca2+-dependent inactivation inhibitor domain association, primary screening, Förster resonance energy transfer in intact living …. HEK cells, CFP/YFP FRET ICDI-IQ, plate reader, 10 min; percent FRET-ratio fall versus neutral wells. inhibition, % at 12.3 µM. 340,000 tested, 0.098% active;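 active means mean replicate inhibition of at least 30% and at least 1% of replicates passing that level; inconclusive means only one of the two criteria is met; inactive means neither criterion is met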;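 further: 0% = median of the neutral control wells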
Glyco luc inh: increase of ERlucT glycosylation luciferase signal, primary screen, N-linked glycosylation inhibitor project, D54 ERlucT cells, luminescence, set 2; reporter increase, % at 12.5 µM; D54 ERlucT glycosylation luciferase reporter, 24 h; percent of 100 nM tunicamycin response; 360,000 tested, 0.23% active;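 active means mean luciferase reporter signal, scaled so untreated is 0 and the glycosylation-blocking control 100, at or above a set limit in every replicate; inconclusive means mean reaches the limit but not every replicate does; inactive means mean below the limit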;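 further: luciferase carries N-glycosylation sites so blocking glycosylation raises the light; 0% = median of neutral control wells and 100% = median of 100 nM tunicamycin wells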
Vif imaging: HIV Vif self-association inhibitors, primary screen, imaging, HEK293T, single point; HEK293T cells, Vif self-association by quenched fluorescence, 24 h; inhibition, % at 7.49 µM; 340,000 tested, 0.35% active; in the data active means inhibition above about 50%, passing the limit was not always enough; inconclusive means no clear call, values can overlap the other calls; inactive means below about 31%; further: some results filed as inactive read as strong as hits
* marks the source's active call; other numbers are inactive results; i = inactive; ? = inconclusive; nt = not tested or not shown. This is a random part of the collection, and some 3.1% of all compounds hit somewhere here.

SMILES	Cardio protect	PDI inh	m5-HT2A agonist	Granule exo inh	ABCB6 inh MLPCN	iPSC survival up	aDG glyco up	CaV13 FRET inh	Glyco luc inh	Vif imaging
Cc1ccc(-n2nc(C)cc2Nc2ncc(Cl)cc2Cl)cc1	-6	-39	0	20	99	-1.7	-0.2	-6	-4	2
O=c1[nH]c(CSc2nnc(Nc3ccccc3)s2)nc2ccccc12	12	-6	-4	0	102	-0.2	0.1	-4	-3	nt
Cn1cc(C(=O)Nc2cccc(F)c2)cn1	0	26	1	0	90	-2.2	0.0	-3	3	-12
Cc1cc2nc(CCN(C(=S)NCC3CCCO3)C3CCCC3)[nH]c2cc1C (stereo not given)	-4	-9	-2	-1	101	-0.1	0.7	-4	-2	-1
O=C(NC1CCCN(CCc2ccccc2)C1)c1c[nH]c2ccccc12 (stereo not given)	3	-7	1	16	100	-0.5	0.1	-22	-4	2
CCOC(=O)C1(CC/C(C)=N\NC(N)=O)CC(C)(C)OC1=O (stereo not given)	0	6	0	-1	90	-2.4	-0.1	-2	4	-18
Cc1ccccc1N1CCN(C2CCCN(C(=O)c3cn4cccc(C)c4n3)C2)CC1 (stereo not given)	24	17	-4	6	96	-0.5	0.0	-7	-2	-4
FC(F)(F)c1cccc(Oc2cc(C(F)(F)F)nc(-c3ccccn3)n2)c1	-8	-4	0	0	103	-0.5	0.3	-5	0	-3
COc1ccc(C(C(=O)NC2CCCC2)N(C(=O)c2snc(-c3ccc(F)cc3)c2N)c2ccc(F)cc2)cc1 (stereo not given)	-6	2	2	5	104	-2.6	-0.7	-6	-3	-4
COc1ccc(NC(=O)c2oc3ccc(S(=O)(=O)N4CCC5(CC4)OCCO5)cc3c2C)cc1	17	4	-4	-1	82	-0.8	-0.1	-7	-10	nt

Remaining list, next part:
SMILES	Cardio protect	PDI inh	m5-HT2A agonist	Granule exo inh	ABCB6 inh MLPCN	iPSC survival up	aDG glyco up	CaV13 FRET inh	Glyco luc inh	Vif imaging
O=C(Nc1cc(Br)ccc1O)c1cc(-c2ccco2)on1	-11	-17	-3	15	103	-0.6	0.0	-3	5	-19
CSc1n[nH]c2nc3c(c(=O)n12)C1(CCCCC1)Cc1ccccc1-3	-3	5	1	2	100	-0.5	-0.2	-3	2	-3
O=C(O)COc1ccc(-c2nnn(Cc3ccccc3F)n2)cc1	-2	-12	0	0	96	-2.7	0.0	0	3	4
COc1ccccc1NC(=O)/C=C/C(=O)O	11	6	-15	10	97	-0.4	0.4	4	2	6
COc1ccc(C)cc1Nc1nnc(C)c(=O)[nH]1	-2	-3	1	14	94	0.0	0.5	-4	0	1
O=C1OC(Oc2ccc(Br)cc2)(c2ccccc2)c2ccccc21 (stereo not given)	-14	-7	-10	-3	93	-2.0	0.1	-10	-7	-9
CCN(CC)c1cc(CS(=O)c2ccccc2)nc(-c2ccccc2)n1 (stereo not given)	25	5	-5	2	100	-1.3	0.1	-1	-6	-8
Cc1c(C(=O)N2c3ccccc3Sc3ccccc32)cccc1[N+](=O)[O-]	-2	-4	-6	1	99	3.7	-0.2	-5	-3	4
COc1ccc(C(=O)Nc2cccc(OC(=O)c3ccc(C)c(C)c3)c2)cc1	-14	-5	1	5	99	-2.0	0.2	0	-3	42
COCCCN(Cc1cccs1)S(=O)(=O)c1c[nH]c(C(=O)OC)c1	-4	11	-4	12	102	-0.2	-0.2	-2	1	-6

Next records follow:
SMILES	Cardio protect	PDI inh	m5-HT2A agonist	Granule exo inh	ABCB6 inh MLPCN	iPSC survival up	aDG glyco up	CaV13 FRET inh	Glyco luc inh	Vif imaging
COc1cc(NC(=O)COc2cccc3c2OC(C)(C)C3)cc(OC)c1OC	-26	-1	4	21	88	-0.6	4.4	-3	7	21
O=C(OCCCN=C1NS(=O)(=O)c2ccccc21)c1ccccc1F	-3	5	-4	1	96	-0.8	-0.2	-6	3	-35
O=C(CSc1nnc2c(n1)[nH]c1ccc(F)cc12)Nc1ccccc1F	-5	2	6	4	89	0.3	0.1	-4	-1	nt
COC(=O)c1c(C)n(-c2ccc(C)cc2)c2ccc(O)cc12	2	-3	-2	1	91	0.1	0.7	-3	-5	-7
O=[N+]([O-])c1ccc([C@H](O)[C@H](CO)N=Cc2ccccc2O)cc1	7	12	2	8	103	12	-0.5	nt	-2	1
CCCCSc1nc(C)c(CC(=O)OC)c(=O)[nH]1	1	2	0	-3	93	3.9	0.3	-3	1	-2
CC(=O)Nc1nc(CC(C)C)cc2c1c(=O)oc1ccccc12	5	5	1	0	96	-2.2	0.0	-7	3	-3
O=S1(=O)CC(N2CCCCC2)CN1Cc1cn(Cc2cccc(C(F)(F)F)c2)nn1 (stereo not given)	nt	nt	-4	2	96	0.2	0.3	-5	nt	nt
C=C(C)CN=c1scc(C)n1/N=C/c1ccco1	18	-2	1	-3	97	0.4	0.2	-4	-1	4
COc1cc2[nH]c(=S)n(N(C(C)=O)C(C)=O)c(=O)c2cc1OC	5	-5	3	2	93	0.2	0.0	-6	1	12

The results go on.
SMILES	Cardio protect	PDI inh	m5-HT2A agonist	Granule exo inh	ABCB6 inh MLPCN	iPSC survival up	aDG glyco up	CaV13 FRET inh	Glyco luc inh	Vif imaging
O=C1c2cccc(OCC(=O)N3CCCc4ccccc43)c2CCN1Cc1ccc(Br)cc1	-8	-7	3	-6	88	-1.4	-0.4	-6	-5	-2
CN(C)CCNc1ccc2ncn3c4ccc(O)cc4c(=O)c1c23	1	4	-6	-5	246	-1.4	0.0	-22	?	i
CC1=CC2(C#N)C3(N=C(N)C2(C#N)C(c2ccccc2)N1)OCCO3 (stereo not given)	4	8	7	-1	100	2.9	-0.1	nt	0	18
Cc1ccc(-c2nc3ccc(Cl)cc3n2OC(C)C(=O)O)cc1 (stereo not given)	0	0	6	4	103	-1.1	0.6	-5	-2	-2
COc1ccc(-c2nnc(Nc3nc4c(OC)cccc4s3)o2)cc1	27	7	-3	-4	98	-3.0	-0.3	-9	3	0
Cc1nn(Cc2ccccc2Cl)c2sc(C(=O)NC(C)(C)C)cc12	4	9	-2	-2	103	-0.2	0.0	nt	-11	2
CCOC(=O)c1sc(=S)n(C)c1NC(=O)c1ccc(F)cc1	-2	-4	-2	-6	99	2.3	0.5	-3	-1	2
CC1CCCCN1C(=O)c1cc(F)c(F)cc1Cl (stereo not given)	1	-13	-3	-4	90	2.4	-0.1	-2	-1	-16
CC1(C(=O)NS(=O)(=O)c2ccc(Cl)cc2)CCN1C(=O)CCc1cccs1 (stereo not given)	-3	1	1	1	89	-1.4	-0.3	-4	1	6
CCOc1ccccc1NC(=O)c1ccc(NC(=O)c2ccco2)cc1	28	9	-1	-5	91	1.2	0.0	-6	-2	nt

Later entries.
SMILES	Cardio protect	PDI inh	m5-HT2A agonist	Granule exo inh	ABCB6 inh MLPCN	iPSC survival up	aDG glyco up	CaV13 FRET inh	Glyco luc inh	Vif imaging
O=C1c2cccnc2C(=O)N1Cc1ccc(S(=O)(=O)N2CCN(c3ccc(Cl)cc3)CC2)cc1	-4	-7	-6	-1	100	-0.5	0.0	-3	0	5
COc1cc(-c2cc(C(=O)Nc3cc(S(=O)(=O)N4CCOCC4)ccc3C)c3ccccc3n2)cc(OC)c1OC	46	5	-3	-1	97	-0.4	-0.4	-6	-8	2
COc1ccc(C(=O)Nc2cccc(NC(C)=O)c2)cc1OC	7	2	0	-4	343	-1.1	-0.2	nt	5	-4
NC(=O)COC(=O)CCCc1nc2ccccc2s1	-6	1	-3	-4	95	0.9	0.0	-6	2	12
CCOc1ccc2nc(SCC(=O)N(CC(C)C)c3c(N)n(CC(C)C)c(=O)[nH]c3=O)[nH]c2c1	8	-2	-5	0	100	-0.9	0.6	-7	0	-3
C=CC[C@H](CC(=O)OC(C)(C)C)C(=O)OC[C@@H]1CCCN1C(=O)[C@@H](CC=C)CC(=O)NCCO	6	-3	-8	11	99	-3.2	-0.1	-5	1	-7
CCOc1ccc(CCNC(=O)COC(=O)c2cccnc2Cl)cc1OCC	2	2	6	0	99	0.0	-0.3	-5	1	0
Cc1c(C(=O)NC2CCCCC2)oc2ccc(F)cc12	2	-7	-8	12	104	0.3	0.0	-4	-4	4
O=C(NCCc1cn2ccccc2n1)c1ccc(Br)o1	-2	nt	12	-3	92	-0.3	0.0	-5	-1	-6
CCNc1ccc([N+](=O)[O-])cc1	-1	-6	0	-1	100	-0.4	0.0	-4	1	0

(cont.)
SMILES	Cardio protect	PDI inh	m5-HT2A agonist	Granule exo inh	ABCB6 inh MLPCN	iPSC survival up	aDG glyco up	CaV13 FRET inh	Glyco luc inh	Vif imaging
Cc1ccc(S(=O)(=O)NCCS(=O)(=O)N2CCN(c3ccccc3)CC2)cc1	-4	4	-7	-1	100	0.6	0.3	-4	0	-5
CCCn1c(SCC(=O)N2c3ccc(F)cc3CCC2C)nnc1-c1ccccn1 (stereo not given)	0	-5	-1	-2	100	0.0	4.4	-5	-4	-10
CC1(C)Cc2cccc(OCC(=O)OCC(=O)NCc3ccc(F)cc3)c2O1	0	-2	-6	-7	97	0.5	0.0	-6	5	-14
Cc1cc(C=C(C#N)C#N)c(C)n1-c1ccccc1	-9	15	4	2	93	-0.8	0.5	-3	-1	-7
COc1ccc2c(c1OC)C(=O)OC2N1C(=O)CC[C@H]1C(=O)Nc1ccc2c(c1)OCO2 (stereo not given in full)	-1	nt	2	-6	101	-1.9	2.2	nt	2	10

Two entries from above, set out differently:
SMILES: Cc1cc(C=C(C#N)C#N)c(C)n1-c1ccccc1
  Cardio protect: -9 | PDI inh: 15 | m5-HT2A agonist: 4 | Granule exo inh: 2 | ABCB6 inh MLPCN: 93 | iPSC survival up: -0.8 | aDG glyco up: 0.5 | CaV13 FRET inh: -3 | Glyco luc inh: -1 | Vif imaging: -7

SMILES: COc1ccc2c(c1OC)C(=O)OC2N1C(=O)CC[C@H]1C(=O)Nc1ccc2c(c1)OCO2 (stereo not given in full)
  Cardio protect: -1 | PDI inh: nt | m5-HT2A agonist: 2 | Granule exo inh: -6 | ABCB6 inh MLPCN: 101 | iPSC survival up: -1.9 | aDG glyco up: 2.2 | CaV13 FRET inh: nt | Glyco luc inh: 2 | Vif imaging: 10
